Anesthetic bind: qHTS Assay for Identification of Novel General Anesthetics; Potency, µM (top dose mostly 77.5 µM), without a hit: at the top dose activity change, negative = displacement, actives largely listed as inhibitors; apoferritin/1-aminoanthracene competitive binding, fluorescence; Ferritin light chain (Equus caballus), P02791; AID 485281, 2010; 350,000 tested, 0.074% active; also: potency is read from the fitted curve at half-maximal effect; % is scaled to controls: 0 for no effect and ±100 for the full control effect; nearly all actives have a fitted effect of over 20% in size
Target sequence (P02791 2-175 limits assumed): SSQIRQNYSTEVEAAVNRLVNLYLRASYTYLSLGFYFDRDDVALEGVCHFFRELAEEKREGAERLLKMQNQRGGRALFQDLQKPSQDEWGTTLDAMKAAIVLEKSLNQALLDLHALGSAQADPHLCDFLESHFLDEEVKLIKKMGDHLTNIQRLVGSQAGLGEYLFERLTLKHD
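Concentration-response curves derived by four-parameter Hill fitting of normalized fluorescence, where compounds displaced 1-AMA from 10 uM horse apoferritin following a brief 10 min room-temperature incubation; propofol titration acted as positive control.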
RGS4 inhibitor: Inhibitors of Regulator of G Protein Signaling (RGS) 4: qHTS. AID 504845, 2011. 390,000 tested, 0.039% active. Transcreener GDP fluorescence polarization, RGS4-accelerated GTP hydrolysis. Potency, µM (titrated, usually from 114 µM), inactives show at the highest dose activity change, negative = inhibition, hits mostly inhibitors; also: potency is read from the fitted curve at half-maximal effect; % is scaled to controls: 0 for no effect and ±100 for the full control effect; nearly all actives have a fitted effect of over 75% in size; some results filed as inactive show a strong effect at the top dose
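MLSMR compounds (23 nl, pin-transferred) preincubated 10 min at room temperature with a 500nM (2x) first reagent, then RGS4 at 900nM (2x) plus Transcreener GDP mix added; fluorescence polarization (620/688 nm) read before and after 90 min at 30 °C.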
LDHA block: qHTS assay for inhibitors of human lactate dehydrogenase | purified LDHA, NADH/diaphorase-resazurin fluorescence; hits give low values | activity change, % (values are at about 110 or 230 µM) | 480,000 tested, 0.15% active | AID 1347041, 2019; in the data active = activity change below about -30%; inconclusive = mostly about -25% to -30%;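 also: plate controls were DMSO wells for no effect and wells without enzyme for full effect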
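Human LDH5 at 2 nM final in Tris HCl pH 7.4 with 0.06 mM NADH and 0.2 mM pyruvate, reacted 5 minutes at room temperature. Remaining NADH coupled via diaphorase/resazurin; resorufin fluorescence read at 0 and 20 minutes, normalized to enzyme-free and DMSO wells.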
POLB inh: qHTS Assay for Inhibitors of DNA Polymerase Beta. Potency, µM (titrated, usually from 114 µM), inactives show top-dose activity change, negative = inhibition, most hits filed as inhibitors. 340,000 tested, 1.3% active. Pol beta primer extension/strand displacement, fluorescence kinetic; also: potency is read from the fitted curve at half-maximal effect; % is scaled to controls: 0 for no effect and ±100 for the full control effect
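10 nM enzyme + cpd, 15 min RT; start with substrate 50 nM final; read 0 min and after 10 min RT. Corrected, normalized data; 4-parameter Hill curve fit.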
12-LOX inh: Primary qHTS assay for inhibitors of human arachidonate 12S-lipoxygenase (ALOX12): Round 2; Polyunsaturated fatty acid lipoxygenase ALOX12 (Homo sapiens), P18054; purified 12hLO, xylenol orange hydroperoxide absorbance; 580,000 tested, 1.1% active; Potency, µM (highest dose often 108 µM), without a hit: top-dose activity change, negative = inhibition, most hits filed as inhibitors; also: potency is read from the fitted curve at half-maximal effect; % is scaled to controls: 0 for no effect and ±100 for the full control effect
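Hydroperoxide product was detected by ferrous iron/xylenol orange as the 573 to 405 nm absorbance ratio. Arachidonic acid at 40 uM (final) was turned over for 30 min at room temperature by 150 nM human 12hLO, pH 7.0 Hepes buffer, after 15 min compound preincubation.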
POLK inh: qHTS for Inhibitors of Polymerase Kappa | DNA polymerase kappa (Homo sapiens), Q9UBT6 | purified Pol kappa, fluorescent DNA synthesis assay, 10 min | Potency, µM (series often up to 107 µM), without a hit: at the highest dose activity, negative = inhibition, usual class: inhibitors | 400,000 tested, 0.53% active; also: potency is read from the fitted curve at half-maximal effect; % is scaled to controls: 0 for no effect and ±100 for the full control effect
Target sequence (Q9UBT6 whole entry, looked up): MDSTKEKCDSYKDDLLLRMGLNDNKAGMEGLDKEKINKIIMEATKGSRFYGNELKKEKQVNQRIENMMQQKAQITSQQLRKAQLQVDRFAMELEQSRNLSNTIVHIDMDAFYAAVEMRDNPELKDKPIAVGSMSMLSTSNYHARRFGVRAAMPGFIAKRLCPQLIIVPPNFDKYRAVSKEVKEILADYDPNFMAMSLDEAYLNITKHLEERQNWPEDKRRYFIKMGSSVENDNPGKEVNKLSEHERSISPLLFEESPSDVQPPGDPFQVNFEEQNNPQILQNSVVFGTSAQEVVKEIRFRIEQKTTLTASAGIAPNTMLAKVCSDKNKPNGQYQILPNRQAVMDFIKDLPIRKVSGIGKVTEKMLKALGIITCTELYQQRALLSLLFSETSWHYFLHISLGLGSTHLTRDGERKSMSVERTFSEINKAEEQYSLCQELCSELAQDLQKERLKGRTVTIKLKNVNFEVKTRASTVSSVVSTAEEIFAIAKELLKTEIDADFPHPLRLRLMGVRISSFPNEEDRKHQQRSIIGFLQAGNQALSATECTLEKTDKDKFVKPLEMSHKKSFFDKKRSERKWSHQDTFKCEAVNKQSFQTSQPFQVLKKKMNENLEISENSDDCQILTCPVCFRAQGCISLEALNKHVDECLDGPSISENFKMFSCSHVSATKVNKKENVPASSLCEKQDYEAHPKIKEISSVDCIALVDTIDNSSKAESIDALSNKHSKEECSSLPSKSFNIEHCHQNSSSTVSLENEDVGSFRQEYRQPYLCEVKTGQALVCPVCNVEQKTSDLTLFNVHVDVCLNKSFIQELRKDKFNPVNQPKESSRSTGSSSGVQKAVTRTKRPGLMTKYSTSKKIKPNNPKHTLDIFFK
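Enzyme at 10 nM met test compounds for 15 min at room temperature. Substrate addition (50 nM final) began the reaction, which was monitored by fluorescence at 0 and 10 min.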
ERG-DNA inh: qHTS for Small Molecule Inhibitors of the ERG Ets/DNA interaction. fluorescence polarization, His-ERG Ets domain / labelled DNA. Potency, µM (highest dose often 76.9 µM), inactives show at the top dose FP activity, negative = inhibition, hits mostly inhibitors. 370,000 tested, 0.028% active. AID 624246, 2012; active = well fitted inhibition curve with a large enough effect in the polarisation, with a control signal flat; inconclusive = small, poorly fitted or top-dose-only effect, or effect the other way, or a change in a side signal; inactive = no such curve, though single readings can be large or run the other way; the % refers to the polarisation;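 also: polarization taken with two DNA probes labelled with fluorescein and Texas red; potency is read from the fitted curve at half-maximal effect; % of control where 0% means no effect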
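His-tagged ERG Ets domain (1 uM in the protein solution; 300mM KCl, 50mM Tris-HCl, 1mM EDTA, 1mM DTT, pH 7.5) received compound, then a probe mix of 5 nM fluorescein-DNA and 100nM Texas-615-DNA. Fluorescence polarization was read for both dyes.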
Pol eta inh: qHTS for Inhibitors of Polymerase Eta | recombinant Pol eta, fluorescent DNA replication assay | Potency, µM (series often up to 114 µM), for inactives: at the top dose activity change, negative = inhibition, most hits filed as inhibitors | 390,000 tested, 1.2% active; also: potency is read from the fitted curve at half-maximal effect; % is scaled to controls: 0 for no effect and ±100 for the full control effect
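Pol eta at 10 nM preincubated with compounds 15 min at room temperature; reaction started with fluorescent substrate (50 nM final) and read kinetically at 0 and 10 min.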
APE1 inh: qHTS Assay for Inhibitors of the Human Apurinic/apyrimidinic Endonuclease 1 (APE1). Potency, µM (highest dose often 65.8 µM), for the others: top-dose activity change, negative = inhibition, usual class: inhibitors. recombinant APE1, TAMRA/BHQ-2 abasic DNA cleavage fluorescence. 350,000 tested, 0.35% active. DNA repair nuclease/redox regulator APEX1 (Homo sapiens), P27695;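 also: potency is read from the fitted curve at half-maximal effect; plate controls were vehicle for no effect and reference inhibitor for full effect; nearly all actives have a fitted effect of over 55% in size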
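Step 1: APE1 (0.75 nM) with compound, 15 min RT. Step 2: add 50 nM fluorophore/quencher THF duplex. Step 3: three fluorescence reads 60 s apart (525/598 nm); read 3 minus read 1 = reaction progress.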
The depositor's hits bear a star; i = inactive; ? = inconclusive; . = no result given; & = joins results of further samples; [ ] = remark or other dose. Unless noted, calls follow the shape of the dose curve; as a rule, active = well fitted curve in the direction sought with a large enough effect; inconclusive = small, poorly fitted or top-dose-only effect, or another doubt; inactive = no such curve, though single readings can be large; an effect the other way counts as inactive or inconclusive. These rows are one share of the data. The share of hits here may be higher or lower than overall.

molecule	Anesthetic bind	RGS4 inhibitor	LDHA block	POLB inh	12-LOX inh	POLK inh	ERG-DNA inh	Pol eta inh	APE1 inh
CCc1c(C)c2ccc(OCC(=O)NCC3CCC(C(=O)O)CC3)c(C)c2oc1=O (centres undefined)	-2%	18%	-2	0%	8%	-2%	-11%	-9%	60%[activator]
CCOC(=O)N1CCN(C(=O)c2c(C)nn(-c3cccc(C)c3)c2-n2cccc2)CC1	-2%	5%	-4	2%	-18%	-10%	0%	-12%	.
CCOc1nc(Nc2ccc(OC)cc2OC)nc(OCC)n1	-2%	6%	-6	14%	0%	-5%	7%	-3%	-4%
O=C(NCc1ccccc1)C(c1ccco1)N(C(=O)c1ccccn1)c1ccccc1 (centres undefined)	-7%	13%	-11	-2%	-9%	2%	1%	-13%	20%
COc1ccc(Cn2c(CCC(=O)Nc3ccc(C)cc3)nc3cccnc32)cc1	7%&10%	8%&-32%	-14&-15	0%&7%	?	-22%&-17%	6%&-1%	-7%&-3%	-1%
CC1CCN(S(=O)(=O)c2ccc(NC(=O)Cc3ccc(S(=O)(=O)N4CCOCC4)s3)cc2)CC1	.	-29%	-4	.	-4%	-2%	25%	-24%	20%
COc1ccccc1NC(=O)C(C)NS(=O)(=O)c1ccc(F)cc1 (centres undefined)	-1%	-9%	-3	-4%	10%	3%	9%	-18%	1%
CC(C)=C(NC(=O)c1ccccc1Br)C(=O)NCCc1nc2ccccc2[nH]1	7%	-9%	-3	16%	i	-5%	-8%	-5%	2%
CCN(Cc1ccccc1)C(=O)C1CCN(Cc2ccc(SC)cc2)CC1	-21%	-12%	-6	?	?	9%	5%	-5%	3%
CCOc1ccc(OCCC(=O)OCC(=O)Nc2cc(OCC)c(N3CCOCC3)cc2OCC)cc1	.	-20%	5	.	-10%	-2%	-14%	-12%	-37%
CC(C)(CNc1ccc(C(F)(F)F)cc1[N+](=O)[O-])N1CCOCC1	?	-3%	2	2%	14%	-13%	-4%	-21%	-16%
Cc1ccc2[nH]c3c(=O)n(CC(=O)N4CCCCC4)ncc3c2c1	3%	-13%	0	6%	?	-8%	0%	-14%	.

Next compounds:
molecule	Anesthetic bind	RGS4 inhibitor	LDHA block	POLB inh	12-LOX inh	POLK inh	ERG-DNA inh	Pol eta inh	APE1 inh
COc1cccc(CNC(=O)CN2C(=O)COc3ccc(S(=O)(=O)N4CCC(C)CC4)cc32)c1	-12%	15%[11.4 µM]	-5	29%	-9%	-15%	-9%	-5%	56%[activator]
COc1ccc(NC(=O)C(=O)NNC(=O)c2cccs2)cc1	-4%	8%	-5	31%	-1%	-6%	-4%	-3%	2%
COC(=O)C1=C(C)N(Cc2ccccc2)C(=NCc2cccc(Cl)c2)N[C@H]1c1ccccc1	-1%&-10%	0%	-7	32%&-2%[activator]	.	-8%	-1%	-9%	6%&-5%&-2%
O=C(CCNS(=O)(=O)c1ccccc1)N1CCN(C(c2ccccc2)c2ccccc2)CC1	13%	.	.	22%	435%[activator]	.	.	.	-5%
COc1cccc(CN(C)C(=O)CCN=C2NS(=O)(=O)c3ccccc32)c1OC	.	-8%	-16	.	10%	-5%	-8%	-17%	4%
Cc1cc(Cl)c(OCCCN(C)C)c(Br)c1	-11%	8%	-24	-1%	-21%	-5%	-1%	-14%	-2%
O=C(NCc1ccc(Cl)cc1)c1ccc(-c2ccccc2C(F)(F)F)o1	-4%	-21%	6	13%	-8%	4%	2%	-15%	3%
O=C(COC(=O)C1CC(=O)N(Cc2ccccc2)C1)Nc1ccc2c(c1)OCO2 (centres undefined)	-14%	-19%	-3	1%	0%	-8%	-4%	-8%	-1%
COc1cc(/C=N/N2CCN(Cc3ccc(C)cc3)CC2)cc(OC)c1O	-10%	-43%	4	8%	?	-20%	9%	-10%	-5%
COc1ccc(/C=N/Nc2nc3ccccc3c(=O)n2-c2ccccc2)cc1OC	118%[activator]	-22%	-6	?	-14%	-23%	.	?	-7%
O=C(CC(Nc1ccccc1)c1ccc(F)cc1)c1ccccc1 (centres undefined)	-18%	-5%	5	?	-1%	-10%	.	-23%	2%
COc1ccc([N+](=O)[O-])cc1N(CC(=O)N1CCOCC1)S(C)(=O)=O	1%	?	-4	7%	1%	4%	9%	-19%	32%[activator]

Next section:
molecule	Anesthetic bind	RGS4 inhibitor	LDHA block	POLB inh	12-LOX inh	POLK inh	ERG-DNA inh	Pol eta inh	APE1 inh
O=C(O)COc1ccccc1C(Nc1ccccn1)c1cc(Cl)c2cccnc2c1O (centres undefined)	-8%	?	4	-6%	?	-14%	3%	50µM*	11%
COc1ccccc1-c1nnc(SCC(=O)N2CCCCC2)o1	-7%	-11%	-9	72%	85%[activator]	-13%	8%	-12%	2%
CCc1c(C)sc(NC(=O)/C=C/c2ccc3c(c2)OCO3)c1C(=O)OC	0%	7%	-6	-19%	-13%	-1%	-1%	-24%	5%
COc1ccccc1NC(=O)CS(=O)(=O)c1cn(CC(=O)N2CCCC2)c2ccccc12	-15%	-31%	9	?	-13%	-2%	0%	-12%	39%
CCN(c1ccccc1)S(=O)(=O)c1ccc(Cl)c(NC(=O)CSc2n[nH]c(N)n2)c1	-15%	3%	-8	-2%	19%	-6%	-5%	-11%	-3%
COc1ccc(NC(=O)c2csc3c2CCCCC3)cc1	6%	8%	1	-30%	0%	-14%	0%	.	.
CC1(C)CC(=O)C(C2C3=C(CC(C)(C)CC3=O)Oc3ccccc32)=C(O)C1 (centres undefined)	-19%	6%	-4	-3%	?	3%	1%	-18%	18%
CCC1SC(N)=NC1=O (centres undefined)	5%	-13%	-3	4%	412%[activator]	5%	-8%	-8%	18%
COc1ccc(-c2noc(CC(=O)Nc3ccc(F)cc3F)n2)cc1	4%	-11%	1	0%	-7%	-1%	-39%	-13%	.
COc1ccc2nc(NC(=O)CCc3cc(OC)c(OC)c(OC)c3)sc2c1	-11%	-22%	4	-10%	-10%	-10%	3%	-13%	5%
CCC1N=C(SC)NC(C)=C1C(=O)c1ccccc1 (centres undefined)	-10%	-14%[56.9 µM]	-5	-7%	?	6%	4%	-11%	9%
Cc1ccc(OCC(=O)Nc2ccccc2F)cc1	.	-6%	0	.	?	-10%	-1%	-18%	.

A section taken from the entries so far, as a working copy:
molecule	Anesthetic bind	RGS4 inhibitor	LDHA block	POLB inh	12-LOX inh	POLK inh	ERG-DNA inh	Pol eta inh	APE1 inh
O=C(O)COc1ccccc1C(Nc1ccccn1)c1cc(Cl)c2cccnc2c1O (centres undefined)	-8%	?	4	-6%	?	-14%	3%	50µM*	11%
COc1ccccc1-c1nnc(SCC(=O)N2CCCCC2)o1	-7%	-11%	-9	72%	85%[activator]	-13%	8%	-12%	2%
CCc1c(C)sc(NC(=O)/C=C/c2ccc3c(c2)OCO3)c1C(=O)OC	0%	7%	-6	-19%	-13%	-1%	-1%	-24%	5%

The listing continues:
molecule	Anesthetic bind	RGS4 inhibitor	LDHA block	POLB inh	12-LOX inh	POLK inh	ERG-DNA inh	Pol eta inh	APE1 inh
CC(Cc1ccccc1)NC(=O)c1ccc([N+](=O)[O-])cc1 (centres undefined)	-7%	13%	-6	1%	-16%	-10%	-5%	-20%	2%
COc1cc(OC)c(C(=O)OCC(=O)NC2CCCC2)cc1OC	-1%	4%	-5	44%	10%	-9%	-8%	-14%	-5%
Cc1cccc(CCNC(=O)CCc2c(C)nc3c(c(C)nn3-c3ccccc3)c2C)c1	-3%	-2%	1	0%	-23%	-11%	-2%	-8%	.
COc1ccc(CNC(=O)CN2C(=O)NC(C)(c3cccc4ccccc34)C2=O)cc1OC (centres undefined)	-10%	6%	-6	0%	8%	-8%	3%	1%	4%
COc1ccc(CNC(=O)Cn2cccc2C(=O)c2ccccc2C)cc1	-22%&2%	-5%&18%	-7&-17	3%&32%	0%&-10%	-15%&0%	2%&-11%	0%	-10%
Cc1[nH]n(-c2cccc(Cl)c2)c(=O)c1C=NCc1ccco1	-14%	4%[56.9 µM]	-5	-19%	-5%	-9%	-12%	-14%	2%
Cc1ccc(S(=O)(=O)N(C)C)cc1NC(=O)CN1C(=O)NC2(CCCCCCC2)C1=O	-7%	24%	-2	6%	-9%	-8%	9%	-10%	-6%
CCOCCCNC(=O)N[C@@H](C)C(=O)OC	-8%	-7%	-4	22%	0%	7%	-20%	-12%	2%
Cn1c(SCC(=O)N/N=C/c2cc([N+](=O)[O-])ccc2O)nnc1-c1ccccc1	-10%	-2%	1	3%	-5%	0%	-21%	-14%	4%
